From PubChem
HCMV inh: inhibitors of human cytomegalovirus; activity change, negative = inhibition, % at 57.5 µM; HFF cells, HCMV-luciferase reporter, 72 h; active compounds read low; 410,000 compounds, 4.5% hits; in the data active means activity change below about -60%; inconclusive means no clear call, values can overlap the other calls; inactive means above about -39%
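Human foreskin fibroblasts infected with luciferase-reporter HCMV at MOI 1 PFU/cell, compounds at two doses. Luciferase measured 72 h post infection; normalized to buffer-only basal and Salinomycin (10uM) controls.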
Sm TGR inh: S. mansoni TGR enzyme inhibition | Q962Y6 | AID 485364 | 360,000 compounds, 3% hits | Potency, µM (series often up to 114 µM), inactives show at the top dose activity change, negative = inhibition, usual class: inhibitors | purified TGR, DTNB reduction, TNB absorbance 405 nm; further: potency means the concentration at half of the fitted maximal effect; nearly all actives have a fitted effect of over 60% in size
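TGR 20 nM + NADPH 100 uM (dispensed conc.), cpd preinc 15 min RT; start with NADPH (500 uM addition) then DTNB (15 mM addition). Kinetic TNB absorbance, 405 nm filter. Four-parameter Hill fit across titration.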
LmPK inh: inhibitors of Leishmania mexicana pyruvate kinase; Q27686; purified LmPK, Kinase-Glo ATP luminescence, 1 h; Potency, µM (top dose mostly 57.5 µM), for inactives: at the top dose activity change, negative = inhibition, hits mostly inhibitors; 290,000 compounds, 0.37% hits; further: potency means the concentration at half of the fitted maximal effect
Target sequence (Q27686 whole entry, looked up): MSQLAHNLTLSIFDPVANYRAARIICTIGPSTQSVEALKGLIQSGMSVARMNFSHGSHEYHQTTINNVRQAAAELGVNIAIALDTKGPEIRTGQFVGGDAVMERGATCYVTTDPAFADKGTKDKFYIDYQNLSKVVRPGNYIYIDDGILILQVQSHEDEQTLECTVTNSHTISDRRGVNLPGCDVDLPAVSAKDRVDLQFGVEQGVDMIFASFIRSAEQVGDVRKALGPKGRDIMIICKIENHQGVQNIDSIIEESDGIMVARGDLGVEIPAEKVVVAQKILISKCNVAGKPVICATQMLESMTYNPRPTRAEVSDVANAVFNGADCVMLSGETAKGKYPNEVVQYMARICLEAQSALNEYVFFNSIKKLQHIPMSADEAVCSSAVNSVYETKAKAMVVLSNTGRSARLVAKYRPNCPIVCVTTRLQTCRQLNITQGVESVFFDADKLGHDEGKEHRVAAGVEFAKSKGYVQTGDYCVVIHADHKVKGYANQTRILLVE
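qHTS format; LmPK 0.1 nM; substrates PEP 0.5 mM and ADP 0.1 mM. One-hour room-temperature incubation, then coupled luciferase luminescence; 0.5 nM enzyme wells mark activation.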
AmpC inh detg: blocks E. coli AmpC beta-lactamase in detergent assay | P00811 | AmpC hydrolysis of nitrocefin, absorbance 480 nm, 0.01% Triton | Potency, µM (titrated, usually from 114 µM), inactives show at the top dose activity change, negative = inhibition, hits mostly inhibitors | 370,000 compounds, 0.041% hits;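 further: potency means the concentration at half of the fitted maximal effect; 0% = no-compound wells and -100% = no-enzyme wells; nearly all actives have a fitted effect of over 25% in size; some results filed as inactive show a strong effect at the top dose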
Target sequence (P00811 whole entry, looked up): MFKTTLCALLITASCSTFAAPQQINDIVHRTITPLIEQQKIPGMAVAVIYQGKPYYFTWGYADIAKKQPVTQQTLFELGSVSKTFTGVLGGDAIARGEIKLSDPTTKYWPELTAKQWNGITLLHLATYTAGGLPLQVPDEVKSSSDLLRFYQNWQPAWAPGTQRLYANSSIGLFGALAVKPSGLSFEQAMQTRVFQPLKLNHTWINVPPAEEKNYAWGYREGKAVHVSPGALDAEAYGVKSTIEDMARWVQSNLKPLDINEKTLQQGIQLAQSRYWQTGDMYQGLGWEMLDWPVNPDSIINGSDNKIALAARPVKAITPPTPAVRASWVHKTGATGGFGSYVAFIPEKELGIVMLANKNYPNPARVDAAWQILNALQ
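AmpC (5.3 nM in the dispensed reagent) in 20 mM phosphate pH 7.0 with 0.01% (detergent screen) or 0.0001% Triton X-100 was preincubated with compounds for 15 min at room temperature. Nitrocefin was then added from an 800 uM solution, and hydrolysis was followed at 480 nm.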
AmpC inh no detg: AmpC beta-lactamase inhibition without detergent | AmpC nitrocefin hydrolysis, absorbance 480 nm, 0.0001% Triton | Potency, µM (top dose mostly 57.1 µM), for inactives: at the top dose activity change, negative = inhibition, hits mostly inhibitors | P00811 | 330,000 compounds, 0.52% hits | AID 485341;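 further: potency means the concentration at half of the fitted maximal effect; plate controls were no compound for no effect and no enzyme for full effect; nearly all actives have a fitted effect of over 20% in size; some results filed as inactive show a strong effect at the top dose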
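20 mM phosphate pH 7.0 + 0.01% (detergent screen) or 0.0001% Triton X-100; 5.3 nM AmpC reagent; cpd preinc 15 min RT; nitrocefin (800 uM stock) to start; A480 q20 s × 4 min; Activity was normalised to no-enzyme and no-compound control wells.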
AMA1 RON2 block: disrupts binding of P. falciparum AMA1 to RON2 | AlphaScreen AMA1-biotinylated RON2 peptide binding | Potency, µM (series often up to 58.2 µM), inactives show at the highest dose activity change, negative = inhibition, most hits filed as inhibitors | 360,000 compounds, 0.2% hits;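 further: potency means the concentration at half of the fitted maximal effect; 0% = vehicle wells and -100% = peptide control; nearly all actives have a fitted effect of over 45% in size; some results filed as inactive show a strong effect at the top dose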
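AMA1 (3D7) with his tag at 25 nM final met compounds first, then biotinylated RON2 peptide at 25 nM; detection used donor plus acceptor beads, 10 µg/mL apiece, read by AlphaScreen after 30 min at room temperature.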
TbPYK inhibitor: inhibitors of Trypanosoma brucei pyruvate kinase. TbPYK enzyme, Kinase-Glo Plus ATP luminescence, 45 min. 410,000 compounds, 0.12% hits. AID 624173. Potency, µM (top dose mostly 76.8 µM), for inactives: top-dose activity, negative = inhibition, most hits filed as inhibitors; further: potency means the concentration at half of the fitted maximal effect; nearly all actives have a fitted effect of over 50% in size
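TbPYK + substrate in 50 mM TEA pH 7.2, 100 mM KCl, 10 mM MgCl2, 0.05% BSA, 0.01% Tween-20; cpd pinned; ADP 130 uM final; 45 min RT; Kinase-Glo Plus 10 min; luminescence endpoint.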
* = called active by the depositor; ? = inconclusive; · = no result given; & = joins results of further samples; [ ] = dose if it differs, or a comment. Unless noted, the call rests on the fitted dose curve; in most records, active means well fitted curve in the direction sought with a large enough effect; inconclusive means small, poorly fitted or top-dose-only effect, or another doubt; inactive means no such curve, though single readings can be large; an effect the other way counts as inactive or inconclusive. Unless noted, on the % scale 0 is the no-effect control and ±100 the full control effect.

SMILES | HCMV inh | Sm TGR inh | LmPK inh | AmpC inh detg | AmpC inh no detg | AMA1 RON2 block | TbPYK inhibitor
O=C1[C@H]2[C@@H](/C=C/c3ccccc3)N3C(=O)CN(CCO)C(=O)[C@@]3(Cc3ccccc3)[C@H]2C(=O)N1c1ccccc1 | 24 | 11% | 0% | -19% | 37% | 15% | 1%
COc1ccc(/C(C)=N/N2C(=O)c3ccccc3NC2c2ccc(O)c(OC)c2)cc1 (centres undefined) | 38 | -9% | 1% | 2% | -39% | 26% | 0%
Cc1c(Br)c([N+](=O)[O-])nn1CC(=O)N1CCc2ccccc21 | -2 | -2% | 2% | ? | -17% | 8% | -15%
O=C(Nc1nc2ccc(S(=O)(=O)N3CCCCC3)cc2s1)C1CCCO1 (centres undefined) | -8 | -19% | -2% | -17% | -19% | 52%[activator] | -4%
COc1cccc2sc(NNC(=O)C3COc4ccccc4O3)nc12 (centres undefined) | -17 | 20% | 0%[11.5 µM] | 7% | -3% | 37%[activator] | -2%
Cc1ccc(SC(c2ccccc2)C(Cn2cncn2)C(=O)c2ccccc2)cc1 (centres undefined) | -12 | 0% | -1% | ? | -19% | -7% | -8%
CN(c1ccccc1)S(=O)(=O)c1cccc(NC(=O)C2=NNC(=O)CC2)c1 | -26 | · | · | · | 0% | 16% | -8%
COC(=O)c1ccc(NC(=O)NC(C)c2c(-n3cccc3)sc(C)c2C)cc1 (centres undefined) | -38 | 19% | · | 16% | · | · | 0%
CC(c1nnc(SCC(=O)c2c(N)n(C)c(=O)n(C)c2=O)n1-c1ccc(Cl)cc1)N(C)C (centres undefined) | -31 | -5% | -1% | -2% | 3% | -2% | 8%
COc1ccc(-c2nc(SCC(=O)NC(C)CCc3ccccc3)n[nH]2)cc1 (centres undefined) | -89* | 1% | · | -4% | · | · | 1%
C/C(=N\NC(=O)NC1CCCCC1)c1ccc(Cl)s1 | 11 | -6% | 6% | -6% | -3% | 0% | -2%
CC(=O)Oc1ccc(-c2ccc(C(=O)OCC(=O)c3c(N)n(C)c(=O)n(C)c3=O)cc2)cc1 | -62* | · | · | · | 74%[activator] | -2% | 2%
CCOCCCNC(=S)NNC(=O)CCn1nc(C)c(Br)c1C | 22 | 0% | 3% | -1% | -1% | 69%[activator] | ?
CC(=O)N1CCN(C(=O)CC2OC(=O)c3ccccc32)CC1 (centres undefined) | 39 | ? | 5% | 6% | -8% | -3% | -8%
Cc1cccc(NS(=O)(=O)c2ccccc2)n1 | -1 | 3% | -5% | -9% | -10% | -10% | 0%
CCNC(=O)NC(=O)C(C)Sc1nc2ccccc2n1CC(C)C (centres undefined) | 11 | -28% | 1% | -10% | 18% | -5% | -16%
COc1cc(/C=C/C(=O)OCC(=O)NCc2ccco2)cc(OC)c1OC | -11 | -9% | 5% | -1% | -34% | -12% | 1%
CC1(C)Cc2nc3sc4c(=O)n(CC(=O)NCc5ccccc5)cnc4c3cc2CO1 | 72 | 1% | 1% | -7% | -12% | -5% | 1%
CC(=O)c1cccc(NC(=O)CSc2nc3ccccc3nc2Cc2ccc(F)cc2)c1 | -6 | 6% | · | 20% | · | · | 2%
Cc1ccccc1NC(=O)c1ccc(NC(=O)C2CC(=O)OC23CCCCC3)cc1 (centres undefined) | -11 | 7% | 3% | -10% | -18% | -17% | 2%
Cc1cc(C)c2c(CC(=O)N3CCCC3)coc2c1 | -14 | -4% | -2% | ? | -10% | 10% | -5%
Cc1ccc(NC(=O)c2ccc(=O)n(CC(=O)Nc3c(C)cc(C)cc3C)n2)cc1 | -31&4 | 15%&15% | 14% | 9%&10% | 87%[activator] | 7% | -2%&2%
C=C(C)COc1ccc(-c2nc(N)ncc2-c2ccccc2OC)c(O)c1 | 0 | 10% | 4% | -10% | -21% | -25% | -2%
C/C(=N\OCC(=O)N/N=C/c1ccccc1O)c1cccs1 | 10 | -1% | 7% | -7% | -33% | 99%[activator] | -5%
CCOC(=O)c1sc2nc(NC(=O)C3CCCCC3)sc2c1C | -28 | 13% | 7% | ? | -25% | -2% | -6%
CCCc1nnc(SCC(=O)N2CCCCC2C)n1CCCOC (centres undefined) | 21 | -19% | -4% | -13% | -6% | 0% | 2%
COc1ccc(C(C(=O)NC2CCCC2)N(C(=O)c2snc(C(N)=O)c2N)c2cc(C)ccc2OC)cc1OC (centres undefined) | -7 | 7% | 0% | 4% | 97%[activator] | 7% | -4%
O=C(c1ccccc1)N1CCN(CC(O)Cn2ccc3ccccc32)CC1 (centres undefined) | 1 | 11% | -6% | 10% | 81%[activator] | -20% | 5%
COc1cc(C)c(CN2CCN(S(=O)(=O)c3ccc(Cl)s3)CC2)cc1OC | -12 | 2% | · | 0% | 99%[activator] | -13% | -3%
c1ccc(Sc2ncnc3c2oc2ccccc23)nc1 | ? | -2% | 5% | 10% | -1% | 4% | -5%
CSc1nc2ccc(C)cc2c(=O)n1-c1cccnc1 | -87* | 24% | -5% | 8% | 1% | -8% | 0%
CC1=C(C(=O)OCC(C)C)C(c2cccc(F)c2)N2C(=O)C(C)SC2=N1 (centres undefined) | -30 | -6% | 3% | ? | 4% | 61%[activator] | 2%
CCOc1ccccc1NC(=O)C(C)SCc1ccccc1 (centres undefined) | -11 | 0% | 1% | ? | -24% | 8% | 0%
Cc1ccc(-c2cc(C(=O)NC3CCCCC3)no2)cc1 | -23 | 10% | -2% | -2% | -22% | 0% | 0%
O=[N+]([O-])c1nn(-c2ccc3c(c2)OCCO3)n(O)c1=NC1CCN(Cc2ccccc2)CC1 | -35 | 6% | -2% | 3% | -28% | -7% | 2%
CCOC(=O)C1CCCN(c2c(Nc3cccc(C)c3)c(=O)c2=O)C1 (centres undefined) | -7 | 0% | 1% | -12% | -18% | -4% | 1%

7 compounds drawn at random from those above:
SMILES | HCMV inh | Sm TGR inh | LmPK inh | AmpC inh detg | AmpC inh no detg | AMA1 RON2 block | TbPYK inhibitor
CCOc1ccccc1NC(=O)C(C)SCc1ccccc1 (centres undefined) | -11 | 0% | 1% | ? | -24% | 8% | 0%
O=[N+]([O-])c1nn(-c2ccc3c(c2)OCCO3)n(O)c1=NC1CCN(Cc2ccccc2)CC1 | -35 | 6% | -2% | 3% | -28% | -7% | 2%
CCOC(=O)c1sc2nc(NC(=O)C3CCCCC3)sc2c1C | -28 | 13% | 7% | ? | -25% | -2% | -6%
CCOC(=O)C1CCCN(c2c(Nc3cccc(C)c3)c(=O)c2=O)C1 (centres undefined) | -7 | 0% | 1% | -12% | -18% | -4% | 1%
c1ccc(Sc2ncnc3c2oc2ccccc23)nc1 | ? | -2% | 5% | 10% | -1% | 4% | -5%
CCCc1nnc(SCC(=O)N2CCCCC2C)n1CCCOC (centres undefined) | 21 | -19% | -4% | -13% | -6% | 0% | 2%
O=C(c1ccccc1)N1CCN(CC(O)Cn2ccc3ccccc32)CC1 (centres undefined) | 1 | 11% | -6% | 10% | 81%[activator] | -20% | 5%

Continued.
SMILES | HCMV inh | Sm TGR inh | LmPK inh | AmpC inh detg | AmpC inh no detg | AMA1 RON2 block | TbPYK inhibitor
CC(C)COC(=O)N1CCCCC1c1cc(C(=O)Nc2ccccc2)no1 (centres undefined) | 3 | · | · | · | · | 16% | 1%
O=C(CSc1nccc(=O)[nH]1)Nc1ccc(N2CCOCC2)c(Cl)c1 | 31 | 3% | -1% | -9% | -12% | -6% | -4%
CC1CCN(CCCCOc2ccc([N+](=O)[O-])cc2)CC1 | -3 | -2% | 2% | -1% | -10% | -1% | 36%[activator]
O=C(O)CC(C(=O)Nc1ccc(Cl)cc1Cl)C1CCCO1 (centres undefined) | -28 | 3% | 5% | -2% | -9% | -3% | -4%
CCC1CCCCN1C(=O)c1cc2cc(Br)ccc2oc1=O (centres undefined) | 0 | 3% | 0% | ? | -4% | -16% | 7%
Cn1ncc2c(NNC(=O)C3CCCCC3)ncnc21 | -14 | 10% | 12% | 5% | -7% | 73%[activator] | -1%
CC1CN(C(=O)c2cccc(COc3ccccc3Cl)c2)CC(C)O1 (centres undefined) | 88 | 7% | 0% | 8% | 143%[activator] | 13% | 7%
CCOc1ccc(-c2ccc(SCC(=O)N3CCN(c4ccccc4)CC3)nn2)cc1 | · | -4% | 3% | -7% | -21% | · | ·
COc1ccc(CN2CCC(C)(Oc3ccc4c(c3)OCO4)C2)c2ccccc12 (centres undefined) | 3 | · | · | · | · | ? | 0%
COc1ccc(S(=O)(=O)NCC(c2cccnc2)N2CCN(Cc3ccccc3)CC2)cc1 (centres undefined) | -16 | -1% | -1% | 5% | 63%[activator] | -1% | -4%
Cc1ccc(Cc2cncc(O)c2)cc1S(=O)(=O)O | 14 | 0% | -8% | ? | -17% | 17% | 3%
CCOc1ccc(N2CC(C(=O)NCCc3ccc(S(N)(=O)=O)cc3)CC2=O)cc1 (centres undefined) | -28 | -8% | 3% | -10% | -10% | 2% | -10%
Cc1ccccc1C(N)c1ccncc1 (centres undefined) | 73 | ? | 9% | ? | -6% | 11% | 2%
CS(=O)(=O)c1ccc(C(=O)OCc2nnc(-c3ccccc3)o2)cc1[N+](=O)[O-] | 8 | 1.4µM* | 2% | -3% | 14% | -18% | 5%
CC(=O)c1ccccc1C(=O)N1CCCC(CNC(=O)c2ccccc2Cl)C1 (centres undefined) | -1 | -10% | -1% | -12% | -9% | -5% | -27%
COC(OC)C1Nc2ccccc2C(=O)N1c1ccc(F)cc1 (centres undefined) | -2 | 3% | · | ? | -6% | -1% | 1%
COc1ccc(C(=O)N2CC(=O)N(CCc3ccccc3)C(=O)C2)cc1OC | 7 | 6% | 5% | -2% | 2% | 0% | 1%
CCOc1cccc(NC(=O)C2CC(=O)N(C)C(=Nc3cccc(OC)c3)S2)c1 (centres undefined) | -2 | -12% | · | -6% | · | · | -5%
O=C1c2ccccc2C(=O)N1Cc1ccccn1 | -9 | 8% | -5% | 10% | 1% | 23% | 0%
COc1cc2c(cc1OC)-c1cc(OCc3cccnc3)nc(=O)n1CC2 | 78 | -10% | 2% | ? | -8% | -6% | -5%
CCCCn1c(=N)c(S(=O)(=O)c2ccccc2)cc2c(=O)n3cccc(C)c3nc21 | 12 | 12% | · | 7% | · | · | 8%
